# FEN1 inh = inhibitors of human flap endonuclease 1; P39748; Recombinant FEN1 flap cleavage, fluorescence, 15 min; Potency, µM (doses to about 114 µM), inactives show top-dose activity change, negative = inhibition, usual class: inhibitors; actives 0.35% (n = 390,000); AID 588795; further: nearly all actives have a fitted effect of over 65% in size
# Target sequence (P39748 whole entry, looked up): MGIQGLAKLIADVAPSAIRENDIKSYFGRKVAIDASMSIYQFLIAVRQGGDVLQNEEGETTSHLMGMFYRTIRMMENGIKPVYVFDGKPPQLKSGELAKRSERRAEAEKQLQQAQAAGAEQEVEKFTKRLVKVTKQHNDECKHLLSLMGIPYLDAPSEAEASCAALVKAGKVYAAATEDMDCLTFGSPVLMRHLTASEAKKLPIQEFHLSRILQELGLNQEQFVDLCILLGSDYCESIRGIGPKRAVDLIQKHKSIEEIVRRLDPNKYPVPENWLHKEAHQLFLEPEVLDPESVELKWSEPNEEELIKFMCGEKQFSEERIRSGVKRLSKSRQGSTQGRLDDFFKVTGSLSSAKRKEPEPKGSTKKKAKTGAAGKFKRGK
#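 Reaction started by adding substrate (50 nM final) to 10 nM enzyme after 15 min room-temperature compound preincubation. Reads at 0 and 15 min, with data normalized and fitted to a four-parameter Hill equation.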
# N370S GC mod = inhibits or activates N370S mutant glucocerebrosidase. N370S GC spleen homogenate, 4MU-glucoside fluorescence. Potency, µM (titrated, usually from 59.4 µM), without a hit: at the highest dose activity change, negative = inhibition, actives largely listed as inhibitors. actives 0.092% (n = 330,000). AID 2101;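 further: 0% = full enzyme activity and -100% = no enzyme basal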
# TDP1 inh = inhibitors of human tyrosyl-DNA phosphodiesterase TDP1 | Q9NUW8 | recombinant TDP1, AlphaScreen DNA substrate cleavage | Potency, µM (titrated, usually from 130 µM), for the others: at the highest dose activity change, negative = inhibition, actives largely listed as inhibitors | actives 0.28% (n = 350,000); further: nearly all actives have a fitted effect of over 40% in size
# Target sequence (Q9NUW8 whole entry, looked up): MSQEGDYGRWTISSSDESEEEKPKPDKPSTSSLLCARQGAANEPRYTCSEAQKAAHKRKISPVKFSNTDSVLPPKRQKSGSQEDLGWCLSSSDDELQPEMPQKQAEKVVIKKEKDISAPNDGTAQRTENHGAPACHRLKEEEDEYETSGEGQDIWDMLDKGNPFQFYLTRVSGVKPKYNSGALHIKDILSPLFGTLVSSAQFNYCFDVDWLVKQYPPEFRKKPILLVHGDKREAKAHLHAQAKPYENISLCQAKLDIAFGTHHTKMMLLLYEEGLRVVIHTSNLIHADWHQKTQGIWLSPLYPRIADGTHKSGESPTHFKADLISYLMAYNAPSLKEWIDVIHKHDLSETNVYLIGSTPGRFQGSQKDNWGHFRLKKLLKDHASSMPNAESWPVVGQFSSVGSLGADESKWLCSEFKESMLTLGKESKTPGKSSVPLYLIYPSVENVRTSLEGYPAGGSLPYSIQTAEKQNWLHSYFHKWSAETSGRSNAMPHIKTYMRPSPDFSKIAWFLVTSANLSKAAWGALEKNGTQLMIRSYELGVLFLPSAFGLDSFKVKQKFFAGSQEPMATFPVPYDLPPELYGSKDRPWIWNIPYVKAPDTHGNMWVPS
#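 E. coli-derived human Tdp1, 1 nM final. Cpd preinc 15 min RT; substrate 15 nM final, 5 min RT; AS bead mix 10 ug/ml final, 10 min RT. Signal loss = tyrosine-FITC cleavage. No-enzyme wells = max signal.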
# Active calls of the source: *; ? = inconclusive; · = no result given; & = joins results of further samples; [ ] = dose if it differs, or a comment. The call rests on the fitted dose curve; in most records, active means well fitted curve in the direction sought with a large enough effect; inconclusive means small, poorly fitted or top-dose-only effect, or another doubt; inactive means no such curve, though single readings can be large; an effect the other way counts as inactive or inconclusive. Unless noted, on the % scale 0 is the no-effect control and ±100 the full control effect; potency means the concentration at half of the fitted maximal effect.
SMILES,FEN1 inh,N370S GC mod,TDP1 inh
Cc1ccc(CNC(=O)C2CC(c3ccccc3[N+](=O)[O-])=NO2)cc1 (stereo not drawn),-9%,4%[12.8 µM],0%
O=C1CC(N2CCCCC2)C(=O)N1c1ccccc1 (stereo not drawn),5%,2%,·
CCN(CC)Cc1c(C(=O)N2CCc3ccccc3C2)nc2ccc(Cl)cn12,0%,14%,4%
COc1ccc(/C=C/N(CCc2ccc(OC)c(OC)c2)C(=O)C(F)(F)F)cc1,·,0%[12.8 µM],5%[21 µM]
COc1ccc(Nc2nc(NCc3ccco3)nc(N/N=C/c3ccccc3Cl)n2)cc1,-15%,-6%,8%
COc1ccc(-n2nc(C(=O)N3CCCCC3)c3c4ccccc4n(C)c3c2=O)cc1Cl,-2%,·,2%
CCC(C)[C@H](NC(=O)N1CCCCCC1)C(=O)OC (stereo partly drawn),-16%,6%,5%
CC1=NN(c2cccc(F)c2)C(=O)/C1=C/c1ccc(N(C)C)cc1,-1%,0%,4%
COc1cc(C(=O)OCC(=O)N2CC(C)OC(C)C2)cc(OC)c1OC (stereo not drawn),-3%,3%,·
CCN(CC)S(=O)(=O)c1ccc(C(=O)NCC(=O)NCCCc2ccccc2)cc1,0%,-6%,6%[0.0935 µM]
C/C(=N\c1nc2ccccc2n1C)c1cc(Cl)ccc1O,12%,2%,6%
CCOC(=O)NCc1ccc(S(=O)(=O)Nc2ccc(C)cc2)cc1,8%,19%,-2%
CC1CCN(S(=O)(=O)N2CCCC(C(=O)NCc3ccc(F)cc3)C2)CC1 (stereo not drawn),-7%,-1%,3%
CCOc1ccccc1NC(=O)CSc1ccc2nnc(-c3cccnc3)n2n1,-13%,11%,8%
CCOc1ccc(NC(=O)CSc2ccc(-c3ccco3)nn2)cc1,0%,-7%,-1%
COc1ccc(NC(=O)CSc2nnc(C)c(=O)n2N)cc1,-1%,-6%,0%
CC(C)Oc1ccc(C(CC(=O)O)c2ccc(F)cc2)cc1 (stereo not drawn),13%,0%,3%
Cn1c(SCC(=O)NNC(=O)Nc2ccccc2)nnc1-c1ccccc1,1%,4%,·
CC(=O)Nc1ccc(S(=O)(=O)NCCC(=O)Nc2cc(C)ccn2)cc1,1%,-8%,·
Cc1ccc(S(=O)(=O)Nc2cc3c4c(c2)C(C)C(=O)N4CCC3)cc1 (stereo not drawn),-1%,-6%,0%
CC(C)(C)c1ccc(NC(=O)CON=C(N)c2ccccc2)cc1,-12%,6%,-3%[0.505 µM]
CC(=O)c1ccc(OCCCC(=O)NC2CCCc3ccccc32)cc1 (stereo not drawn),-1%,8%,0%
CCN(CC)S(=O)(=O)c1cc(OC)c(Cl)cc1OC,1%,-4%,-3%
Cc1ccc(-c2nn(-c3ccccc3)cc2C(=O)NN2CCN(C)CC2)cc1,8%,-10%,-1%
CS(=O)c1ccc(-c2nc(-c3ccc(F)cc3)c(-c3ccncc3)[nH]2)cc1 (stereo not drawn),·,-2%&-15%&-7%,13%
O=C(CSc1cn(CCNC(=O)c2cccs2)c2ccccc12)NCc1ccccc1,-1%,8%,1%
CCC(=O)Nc1cccc(C2=NOC3(C2)C[C@@H](C(N)=O)N(C(=O)C2(C)CC2)C3)c1 (stereo partly drawn),3%,6%,5%
C=CCSc1nnc2c(n1)OC(c1c(C)[nH]n(-c3ccccc3)c1=O)Nc1ccccc1-2 (stereo not drawn),4%,16%,8%
O=C1CS/C(=C\[N+](=O)[O-])N1c1ccc(OC(F)(F)F)cc1,-21%,2%,0%
CC(C)C(NC(=O)c1ccc(C(C)(C)C)cc1)C(=O)N1CCC(C(N)=O)CC1 (stereo not drawn),1%,·,0%
Cc1ccccc1NC(=O)/C(C#N)=C\c1ccsc1,-19%,4%,0%
COC(=O)[C@H]1C(OC)[C@@H](OC(=O)c2cc(OC)c(OC)c(OC)c2)C[C@@H]2CN3CCc4c([nH]c5cc(OC)ccc45)[C@H]3C[C@H]21 (stereo partly drawn),·,7%,20%[56.1 µM]
Nc1nc(F)nc2c1ncn2[C@@H]1O[C@H](CO)[C@@H](O)[C@@H]1O,1%,2%,-3%
Cc1sc2ncn(CC(=O)Nc3ccc(C(C)C)cc3)c(=O)c2c1S(=O)(=O)N1CCN(c2ncccn2)CC1,0%,·,3%
CC1(C)CN(O)CCN1O,-1%,-10%,8%
Cc1cccc2sc(NC(=O)CN3C(=O)c4ccccc4C3=O)nc12,0%,0%,3%
CN(C)CC1CCCCC1OC(=O)c1ccc(Cl)cc1Cl (stereo not drawn),22%,-8%,-3%
CN(C)CCNC(=O)c1cccc(S(=O)(=O)Nc2ccccc2F)c1,-3%,?,5%
Cc1ccc(C(=O)CC(=O)c2cccc(F)c2)c(O)c1,?,1%,8%
Cc1ccc(N2CC(C(=O)N3CCC(c4nc5ccccc5[nH]4)CC3)CC2=O)cc1C (stereo not drawn),-2%,-9%,1%
CCOC(=O)C1CCCN(C(=O)CSc2ccc(NC(C)=O)cc2)C1 (stereo not drawn),6%,-15%,7%
Cc1[nH]c2ccccc2c1C1N2CC3(C)CN1CC(C)(C2)C3=O (stereo not drawn),-3%,·,3%
Cc1ccc(-c2cc3nc(C)cc(NCc4ccco4)n3n2)cc1,-8%,-10%,1%
O=C(NC(=S)NCCc1ccccn1)c1ccco1,1%,-9%,-3%
Cc1cc(C(N)=O)c2ccccc2n1,-10%,14%,2%
COc1cccc(CN2CC(C(=O)NCCOc3cccnc3)CCC2=O)c1 (stereo not drawn),18%,18%,3%
Cc1cc(Nc2cc(F)ccc2C)nc(-n2nc(C)cc2C)n1,-9%,·,8%
COc1ccc(S(=O)(=O)NCCC(=O)OCC(=O)NC2CC2)cc1,0%,·,2%
COc1ccc(NC(=O)c2cccc(F)c2)cc1Cl,-2%,1%,0%
COc1cc2c3c(c1)C(C)CC(C)(C)N3C(=O)C2=O (stereo not drawn),-3%,-4%,2%
# New compounds follow
SMILES,FEN1 inh,N370S GC mod,TDP1 inh
O=C1c2ccccc2C(=O)N1Cc1ccco1,-9%,6%,3%
CCOC(=O)c1cnc2cc(F)c(F)cc2c1N1CCOCC1,-12%,3%,·
O=C(c1cccnc1)N1N=C(C2CCCCC2)CC1(O)C(F)(F)F (stereo not drawn),-3%,16%,5%
COc1ccc(C(CNC(=O)c2ccc(S(=O)(=O)N(C)C)cc2)N2CCCCC2)cc1 (stereo not drawn),1%,-8%,-5%
Cc1ccc(N2CC(C(=O)N3CCc4ccccc4C3)CC2=O)cc1 (stereo not drawn),-12%,7%,2%
O=C(/C=C/c1ccccc1)NC(NC(=S)Nc1ccc(C(=O)O)cc1)C(Cl)(Cl)Cl (stereo not drawn),0%,6%,0%
O=c1[nH]c2ccccc2cc1CN(Cc1cccnc1)S(=O)(=O)c1ccc(Cl)cc1,10%,-3%,0%
Cc1ccc(C(=O)COC(=O)CCCC(=O)NC2CCCCC2)cc1[N+](=O)[O-],1%,-4%,1%
O=C(/C=C/c1ccccc1)Nc1ccc(NC(=O)c2cccs2)cc1,-1%,-11%,5%
CN(CC(=O)Nc1c(Cl)cccc1Cl)C(=O)c1sccc1-c1ccccc1,1%,1%,6%

# At a glance, 14 of the compounds above.
SMILES,FEN1 inh,N370S GC mod,TDP1 inh
Cc1cc(C(N)=O)c2ccccc2n1,-10%,14%,2%
COc1cccc(CN2CC(C(=O)NCCOc3cccnc3)CCC2=O)c1 (stereo not drawn),18%,18%,3%
Cc1cc(Nc2cc(F)ccc2C)nc(-n2nc(C)cc2C)n1,-9%,·,8%
COc1ccc(S(=O)(=O)NCCC(=O)OCC(=O)NC2CC2)cc1,0%,·,2%
COc1ccc(NC(=O)c2cccc(F)c2)cc1Cl,-2%,1%,0%
COc1cc2c3c(c1)C(C)CC(C)(C)N3C(=O)C2=O (stereo not drawn),-3%,-4%,2%
O=C1c2ccccc2C(=O)N1Cc1ccco1,-9%,6%,3%
CCOC(=O)c1cnc2cc(F)c(F)cc2c1N1CCOCC1,-12%,3%,·
O=C(c1cccnc1)N1N=C(C2CCCCC2)CC1(O)C(F)(F)F (stereo not drawn),-3%,16%,5%
COc1ccc(C(CNC(=O)c2ccc(S(=O)(=O)N(C)C)cc2)N2CCCCC2)cc1 (stereo not drawn),1%,-8%,-5%
Cc1ccc(N2CC(C(=O)N3CCc4ccccc4C3)CC2=O)cc1 (stereo not drawn),-12%,7%,2%
O=C(/C=C/c1ccccc1)NC(NC(=S)Nc1ccc(C(=O)O)cc1)C(Cl)(Cl)Cl (stereo not drawn),0%,6%,0%
O=c1[nH]c2ccccc2cc1CN(Cc1cccnc1)S(=O)(=O)c1ccc(Cl)cc1,10%,-3%,0%
Cc1ccc(C(=O)COC(=O)CCCC(=O)NC2CCCCC2)cc1[N+](=O)[O-],1%,-4%,1%

# More entries:
SMILES,FEN1 inh,N370S GC mod,TDP1 inh
CCC(C)NC(=O)Nc1ccccc1F (stereo not drawn),-2%,13%,3%
S=C(NCCc1cccc(Cl)c1)NC1CCCCC1,4%,14%,0%
CCC(=O)N1CCc2cc(Br)cc(S(=O)(=O)N3CCCC(C(=O)O)C3)c21 (stereo not drawn),-3%,-2%,-14%
N#C/C(=C\c1ccc[nH]1)C(=O)Nc1ccccc1Cl,-3%,-7%,2%
N#CCc1cc2ccc3cccc4ccc(c1)c2c34,?,7%,·
C/C(=N/NC(=O)CNC(=O)c1cccnc1)c1ccccc1,0%,2%,·
CC(C)(C)CN1C(N)=NC[C@H]1Cc1ccc(O)cc1,13%,11%,-2%
CCOC(=O)N1CCC(N2CCN(S(=O)(=O)c3ccc(Cl)cc3)CC2)CC1,-7%,8%,-4%
O=C(NCc1ccc(Cl)cc1)c1ccc(CNS(=O)(=O)c2ccc(F)cc2)cc1,-1%,·,5%
CC1CCc2c(c3ccccc3[nH]c2=O)O1 (stereo not drawn),-8%,15%,-5%
C=C(C)Cn1c(N(CCO)Cc2ccccc2)nc2c1c(=O)[nH]c(=O)n2C,22%,4%,3%
CCN1C(=O)CC2(C[N+]3(C)CCC2CC3)C1=O (stereo not drawn),-1%,-3%,-3%
Cc1ccc(N(C(C)C(=O)Nc2ccc(S(=O)(=O)N3CCOCC3)cc2)S(C)(=O)=O)cc1 (stereo not drawn),2%,-6%,-3%
Cc1cc(=O)n2nc(N3CCCC(C(=O)N4CCN(c5ccccc5)CC4)C3)sc2n1 (stereo not drawn),7%,3%,0%
CCOc1ccc(NC(=O)CN2C(=O)CC(C)Sc3ccccc32)cc1 (stereo not drawn),18%,·,-1%
O=C(c1c(Cl)nc2sccn12)N(C(=O)c1c(Cl)nc2sccn12)c1ccc(Cl)cn1,-19%,0%,1%
Cc1ccc(NC(=O)CN(C)C(=O)COc2ccccc2-c2ccccc2)cc1,?,·,1%
Cc1ccc2c(C(=O)CN3CCN(c4ccccc4)CC3)c(C)[nH]c2c1,-6%,5%,3%
COc1ccc(C2(C)NC(=O)N(CC(=O)N3CCc4ccccc43)C2=O)cc1OC (stereo not drawn),19%,·,1%
COC(=O)C(C)NC(=O)COc1ccc2ccccc2c1 (stereo not drawn),0%,-2%,1%
CCC(C)N(C(=O)COC(=O)CCc1c[nH]c2ccccc12)C1CCS(=O)(=O)C1 (stereo not drawn),-2%,-7%,6%
COc1cc(C(CC(=O)Nc2cccc(C(C)=O)c2)N2Cc3ccccc3C2=O)cc(OC)c1OC (stereo not drawn),14%,·,3%
Cc1cc(C(C)(C)C)cc(S(=O)(=O)Nc2ccc(O)c(C(=O)O)c2)c1C,-4%,?,5%
Cc1ccccc1NC(=O)c1ccc(Cl)c(NC(=O)c2cccnc2)c1,·,-4%,3%
Cc1c(C(=O)O)oc2ccc(S(=O)(=O)N3CC(C)CC(C)C3)cc12 (stereo not drawn),0%,-1%,3%
CC(C)(C)C(=O)N1CCN(c2ccc(NC(=O)c3ccc4c(c3)OCCO4)cc2)CC1,-14%,5%,16%
O=S(=O)(c1ccc(Cl)nc1)N1CCCC1,-6%,·,0%
O=C(O)CSCC(=O)NC1CCCc2ccccc21 (stereo not drawn),22%,-3%,·
CCOc1ccc(NC(=O)c2cccnc2SC)cc1,-4%,-24%,5%
CCOc1ccccc1CNC(=O)CCc1c(C)nn(-c2ccc(N3CCCC3)nn2)c1C,-6%,·,7%
CCOC(=O)N1CCc2c(sc(NCc3ccc(N(CC)CC)cc3)c2C(=O)Nc2cc(OC)ccc2OC)C1,-25%,·,8%
N#Cc1ccc(NC(=O)CN2C(=O)NC3(CCCC3)C2=O)cc1,-5%,-3%,10%
CCN(CC(=O)NCc1ccc(Cl)cc1)C(=O)c1ccc2cc(OC)ccc2c1,7%,-8%,8%
O=C(CSc1nnc(CNC(=O)c2cccs2)o1)c1ccc(Cl)cc1,13%,-16%,7%
COc1ccccc1NC(=O)Cc1ccsc1,9%,-7%,0%
COc1ccc(-c2cc(C(=O)NCCc3ccc(Cl)cc3)[nH]n2)cc1,17%,·,6%
CC1(C)CN(C(=S)Nc2ccc(F)cc2F)C1=O,-10%,-6%,·
COc1ccccc1S(=O)(=O)Nc1cccc(-c2nnc3n2CCCCC3)c1,1%,3%,-2%
COC(=O)c1cccc(NC(=O)CSc2nnc(-c3ccco3)o2)c1,14%,0%,-9%

# From PubChem BioAssay
